Growth percent in the NCI-60 one-dose screen (48 h, 10 µM unless noted): 100 = growth as untreated, 0 = no growth, -100 = all killed.
OVCAR-3: OVCAR-3 ovarian cancer. 79,000 compounds, 7% hits. AID 1794787
NCI/ADR-RES: NCI/ADR-RES ovarian cells. 81,000 compounds, 4.4% hits
OVCAR-5: OVCAR-5 ovarian cancer | 82,000 compounds, 2.9% hits | AID 1794783
OVCAR-8: OVCAR-8 ovarian cancer; 81,000 compounds, 4.4% hits; AID 1794782
IGROV1: IGROV1 ovarian cancer. 79,000 compounds, 4.7% hits. AID 1794786
OVCAR-4: OVCAR-4 ovarian cancer cells; 80,000 compounds, 3.7% hits; AID 1794784
SK-OV-3: SK-OV-3 ovarian cancer cells | AID 1794785 | 80,000 compounds, 3.2% hits
DU-145: DU-145 prostate cancer. 81,000 compounds, 4.2% hits
The depositor's hits bear a star; · = no result given; & = joins results of further samples; ! = not confirmed by another sample; [ ] = remark or other dose. The calls were made as follows: active = growth percent below 10; inactive = the rest.

SMILES	OVCAR-3	NCI/ADR-RES	OVCAR-5	OVCAR-8	IGROV1	OVCAR-4	SK-OV-3	DU-145
C[N+](C)=Cc1c[nH]c2c1ccc1ccccc12	105	107	99	102	109	100	103	111
N#Cc1cnc2c(C#N)c(Nc3ccccc3)nn2c1-c1ccc(Br)cc1	120	95	101	97	90	88	92	96
COC(=O)c1c(I)cccc1[N+](=O)[O-]	132	106	118	109	158	·	121	117
c1ccc2sc(SN3CCOCC3)nc2c1	110	84	82	95	68	92	87	121
O=c1[nH]c(=O)c2[nH]c(-c3cc4ccccc4[nH]c3=O)nc2[nH]1	116	110	107	99	87	108	91	124
CC1CC=CCC1C1OCC(C)(C)CO1 (stereo not drawn)	109	108	104	99	101	108	110	108
Cc1nc(-c2ccccc2)ccc1-c1nnc(SCc2ccccc2)o1	·	100	102	103	103	93	103	100
COc1cc2cc3c(=O)n4c(cc5cc(OC)ncc54)c(=O)n3c2cn1	109	108	110	112	96	114	113	106
COc1ccc(C(=O)C/C(=C\c2ccc(O)c(OC)c2)C(=O)NN)cc1	88	75	105	81	83	101	80	101
COc1ccc2c(c1)C(=O)c1c-2c(=O)n(CCCN(C)C)c2cc(OC)c(OC)cc12	95	59	130	62	67	74	70	27
CC(=O)c1cc(Cl)ccc1Cl	105	96	98	103	103	111	101	103
C[C@H]1[C@H](C)CC[C@]2(C(=O)NCC(=O)OCC#CCN3CCN(C)CC3)CC[C@]3(C)C(=CC[C@@H]4[C@@]5(C)CCC(=O)C(C)(C)[C@@H]5CC[C@]43C)[C@H]12	96	103	105	87	106	93	87	109
O=C1CCCCC1C(=O)C(F)(F)F (stereo not drawn)	87	100	86	111	85	100	102	99
Cc1ccc2c(c1)c1nc3cc(C)c(C)cc3nc1n2CCN(C)C	30	13	20	18	7.0*	33	31	21
CCCCOC(=O)CCC(Br)(Br)Br	103	112	116	108	110	112	112	104
O=S(=O)(O)C(Nc1ccccc1)c1ccccc1 (stereo not drawn)	107	97	92	104	·	102	97	110
Nc1c(C(=O)Nc2ccccn2)sc2nc3c(cc12)CCCC3	24	28	78	65	55	75	42	72
CCCCOC(=O)c1c(C)[nH]c(/C=C2\N=C(c3ccc[nH]3)C=C2OC)c1C	-38*	8.8*	11	7.7*	·	3.8*	35	18
O=Nc1c2cccnc2n2nnc3ccc(Cl)cc3c12	-30*	55	95	-27*	·	-28*	92	-11*
COc1ccc(OC)c(/C=C2\COc3ccc(O)cc3C2=O)c1	102	100	99	100	98	117	102	107
CN1CCN(Cc2occc(=O)c2O)CCN(C)CCN(Cc2occc(=O)c2O)CC1	29&117	79&105	72&104	64&99	54&96	77&102	50&91	62&124
COC(=O)CC(CC(=O)OC)n1cccc1	102	104	101	104	110	100	105	109
O=[N+]([O-])c1ccc(/C=C2/c3ccccc3-c3ccc([N+](=O)[O-])cc32)cc1	101	101	109	95	104	103	97	99
CCCCCCCCCC(C)(O)C#CC(C)(O)CCCCCCCCC (stereo not drawn)	100	100	119	103	107	99	97	98
CC(=O)C(C)c1ccccc1 (stereo not drawn)	110	98	90	100	94	98	105	·
COc1ccc(-c2ccc3cc(C(=O)Nc4ccc(O)c(C(=O)/C=C/c5cc(OC)c(OC)c(OC)c5)c4)ccc3c2)cc1	100	95	108	85	90	94	109	102
COc1ccc(/C=N/NC(=O)C[N+](C)(C)C)cc1S(=O)(=O)O	114	102	99	102	107	·	107	108
O=C(/C=C/Nc1ccccc1)c1cc2ccccc2oc1=O	107	95	113	104	87	86	94	110
CCCC/C(=C\C(=O)O)C(=O)O	101	109	113	98	102	111	103	108
COc1ccccc1/C=N/NC(=O)c1ccc(S(C)(=O)=O)cc1	102	107	110	101	100	99	83	101
CCOC(=O)Oc1c(Cl)c(Cl)c(Cl)c(Cl)c1Cl	105	101	104	105	98	113	94	108
Cc1cc(C(C)(C)C)cc(Cc2cc(C(C)(C)C)cc(C=O)c2O)c1O	86	98	89	94	86	89	96	88
COC(=O)CCCCCn1c2ccccc2c2c3c(c4c5ccccc5[nH]c4c21)C(=O)N(O)C3=O	33	23	87	31	19	57	70	81
CC1(C)N=C(N)N=C(N)N1c1ccc(F)cc1	113	109	73	49	47	112	101	115
CC(=O)CCc1ccccc1	113	96	90	100	87	100	109	110
COc1cccc2c(=O)c3c(sc12)c(N1CCN(C(=O)OC(C)(C)C)CC1)nc1ccccc13	110	95	80	93	91	101	·	105
COc1cc(/C(C#N)=C/c2nc3c(N4CCOCC4)nc(Cl)nc3n2C)cc(OC)c1OC	0.6*	8.5*	35	22	8.4*	22	·	4.5*
CC(=O)C1=C(O)/C(=C\c2ccccc2)OC1=O	107	·	107	99	110	101	111	106
COc1ccc(-c2nn(-c3cccc(Cl)c3)cc2C=C2C(=N)NC(=O)NC2=N)cc1	103	102	108	98	92	94	101	110
C=CCCCC(=O)CCC(=O)OCC1O[C@@H](O[C@@H]2C(O)[C@@H](OC(C)=O)C(C)O[C@H]2O[C@H](CC=C)CCCCC)C(O)[C@@H](OC(=O)/C(C)=C/C)[C@@H]1OC(=O)/C=C/c1ccccc1 (stereo partly drawn)	26	49	54	42	35	42	41	33
CCCCCCNC(=O)Oc1ccc(/C(=C(/C)Cc2ccc(OC)cc2)c2ccc(OCCN3CCCC3)cc2)cc1	98	96	96	90	110	93	93	103
Cc1c/c(=N\NC(=O)Nc2ccc(F)c(Cl)c2)oc2cc(O)ccc12	110	98	103	96	105	102	93	109
O=C(CCN1C(=O)/C(=C/c2ccc(O)cc2)SC1=S)Nc1ccc(Cl)cc1	99	104	96	97	80	91	72	108
CN(C)CCCNC1=C(Cl)C(=O)c2ccccc2C1=O	-45*!	79&103	99&98	-61*!	-99*	-100*!	96&89	32&75
Cn1cc(-c2ccc3nc(-c4ccc(CC(=O)Nc5cc(C(C)(C)C)no5)cc4)cnc3c2)cn1	30[30 µM]	20[30 µM]	45[30 µM]	31[30 µM]	-3.0*[30 µM]	29[30 µM]	11[30 µM]	23[30 µM]
O=C(Nc1ccccc1)Nc1ccc(NC(=O)c2cc(=O)[nH]c3ccccc23)cc1	104	102	101	85	106	46	80	85
CC(=O)N(CC(=O)N(CC(=O)O)c1ccc(Cl)cc1)c1ccc(Cl)cc1	114	93	117	101	109	102	104	116
Nc1ncnc2c1ncn2[C@@H]1O[C@H](CO)[C@@H](O)[C@@H]1O	116	93	·	89	116	102	121	108
O=Cc1cnc(C2OCCO2)s1	102	100	94	112	102	97	102	101
COc1ccc(/C=N/Nc2ccnc3cc(Cl)ccc23)cc1Cl	-92*	0.9*	-72*	-58*	-60*	-61*	123	-57*
Cc1ccc(S(=O)(=O)Oc2ccccc2C)cc1	120	97	88	114	97	86	102	123
C=C1C(=O)O[C@H]2[C@H]1CC/C(COC(=O)CCCC(=O)OC/C1=C/CC[C@@]3(C)O[C@H]3[C@H]3OC(=O)C(=C)[C@@H]3CC1)=C\CC[C@@]1(C)O[C@@H]21	-47*	83	2.2*	-9.9*	13	49	74	21
COc1cccc(C2NC(=O)c3c(n[nH]c3N)S2)c1O (stereo not drawn)	118	103	101	109	130	100	103	102
CC(=O)Nc1ccc2c(O)cc(S(=O)(=O)O)cc2c1	108&119	120	106	97&103	91&122	95&104	97&102	123&115
CSc1nc2ncnc(N)c2[nH]1	107	93	98	99	·	92	112	106
O=C(O)COc1ccc([N+](=O)[O-])cc1Cl	123	107	102	110	100	106	99	118
CN(CCC(=O)c1ccccc1)Cc1ccccc1	118	110	109	107	120	110	108	115
COC(=O)c1ccc(NC2=C/C(=N/S(=O)(=O)c3ccc(C(=O)O)cc3)c3ccccc3C2=O)cc1	-29*	4.2*	19	9.1*	11	-56*	106	7.9*
Nc1c(C(=O)O)cc(Cl)cc1S(=O)(=O)O	99	106	107	102	108	112	96	108
O=C1NC(=S)NC(=O)C1=Cc1cn(Cc2ccccn2)c2ccccc12	34	85	-4.5*	52	11	81	86	77
Remaining list, next part
SMILES	OVCAR-3	NCI/ADR-RES	OVCAR-5	OVCAR-8	IGROV1	OVCAR-4	SK-OV-3	DU-145
COc1ccccc1-c1c(-c2ccccc2)c[nH]c1C(=O)NCCO	113	103	102	96	102	105	95	105
COc1cc(Nc2c3ccc(Cl)cc3nc3ccc(OC)cc23)c2ncccc2c1	34	54	70	46	32	20	53	39
O=C1Nc2ccc(Br)cc2/C1=N\c1nnc(-c2ccc(Cl)cc2)o1	·	37	99	83	55	86	73	73
Cc1ccc(Nc2cc(N)nc(N)n2)cc1	100	95	107	103	92	97	98	107
Cc1cc(C(=O)Nc2cccc(-n3cc(-c4ccncc4)c(-c4ccc(Cl)c(O)c4)n3)c2)ccc1Br	104	100	109	95	101	108	100	103
CCNc1ccc2c(c1)C(=O)c1ccccc1-2	102	100	105	100	101	93	102	100
CCOCc1nc(N)nc(N)c1-c1ccc(Cl)c(Cl)c1	111	113	107	91	93	101	108	114
COc1ccc(OC)c(NCC(=O)n2nc(/C=C\c3ccc(O)c(OC)c3)cc2/C=C\c2ccc(O)c(OC)c2)c1	12	20	25	7.2*	12	39	-3.5*	23
C/C(=N\Nc1cccc(Cl)n1)c1ccccn1	27	1.0*	23	20	17	10	22	23
C=C1C(=O)O[C@H]2[C@H]1CC/C(C=Nc1ncncc1N)=C\CC[C@@]1(C)O[C@@H]21	62	101	89	91	86	82	93	86
CC(=O)O[C@H]1CC[C@]2(C)[C@H]3CC[C@@H]4[C@H]5[C@H](C(C)C)CC[C@]5(C(=O)NCCN=C(N)N)CC[C@@]4(C)[C@]3(C)CC[C@H]2C1(C)C	75	115	76	92	73	101	95	93
COc1cc(N=Nc2ccc(N)cc2)c(OC)cc1N=Nc1ccccc1.[Cl][Zn][Cl]	100	96	96	99	48	92	96	118
C=CC(=O)N[C@H](/C=C/C(=O)OCC)Cc1ccc(-c2cc(Cl)cc(Cl)c2)cc1	90	82	95	77	93	84	95	91
O=C1NC(=O)C(c2ccccc2)(C2CCCC2)N1 (stereo not drawn)	110	110	113	108	104	·	103	113
O=C(CCN1CCCC1)c1cccs1	107	98	106	117	·	84	112	107
O=C(O)/C=C/C(=O)Nc1ccc([N+](=O)[O-])cc1	104	99	105	96	102	111	98	109
Cc1cc(C(=O)Nc2ccc(SC#N)cc2)c(C)o1	·	100	115	98	89	104	111	104
Nc1cc(-c2c[nH]c3ccc(Br)cc23)nc2cc(-c3c[nH]c4ccccc34)nn12	-34*	-18*	-73*	-54*	-77*	-5.2*	-44*	-48*
O=C(O)CCc1cccc2ccccc12	129&99	100&100	92&106	107&107	99&103	110&105	95&105	121&108
O=C1OC2(OC(=O)C3C=CC=CC3N2c2ccc(C(F)(F)F)cc2)c2ccccc21 (stereo not drawn)	96	98	102	103	89	94	113	96
Cc1cccc2c1S/C(=C/c1ccc(F)cc1)C2=O	101	97	99	97	75	93	86	109
Cc1cc(Cc2cc(C)c(O)c(C(=O)O)c2)cc(C(=O)O)c1O	110	104	106	95	112	108	100	117
Cc1ccc(-c2cn3cc([N+](=O)[O-])ccc3n2)cc1	101	83	109	77	71	78	102	69
CC(C)=CCOc1cc(NC(=S)c2ccoc2C)ccc1Cl	70	90	138	·	49	64	92	65
O=C(Nc1ccc(Oc2cccc(Cl)c2)c(Cl)c1)c1ccncc1	72	67	90	60	86	44	80	77
COc1ccc(-c2nc(-c3nc4cc(C(=O)c5ccccc5)ccc4[nH]3)cc3c2[nH]c2ccccc23)cc1	101	90	95	93	100	110	104	103
COc1cccc2c1C(=O)c1c(O)c3c(c(O)c1C2=O)C[C@@](O)(C(C)=O)C[C@@H]3O[C@H]1C[C@H](N)[C@H](O)[C@H](C)O1	-19*	12	2.2*	-6.3*	-10*	-17*	8.0*	1.6*
Cc1ccc(S(=O)(=O)/C(=N\O)C(=O)c2ccc3ccccc3c2)cc1	113	101	105	105	110	113	99	110
N#Cc1cn(-c2cc(Cl)cc(Cl)c2)c(C(=O)c2ccccc2)c1N	118	99	110	104	109	108	101	106
CC#CC(=O)N1CC[C@@H](n2c(=O)n(-c3ccc(Oc4ccccc4)cc3)c3c(N)ncnc32)C1	74	84	82	61	64	69	51	87
Oc1ccccc1/C=C/c1cnccn1	·	101	108	107	84	102	95	103

By substructure, the entries above with an NH in an aromatic ring
SMILES	OVCAR-3	NCI/ADR-RES	OVCAR-5	OVCAR-8	IGROV1	OVCAR-4	SK-OV-3	DU-145
C[N+](C)=Cc1c[nH]c2c1ccc1ccccc12	105	107	99	102	109	100	103	111
O=c1[nH]c(=O)c2[nH]c(-c3cc4ccccc4[nH]c3=O)nc2[nH]1	116	110	107	99	87	108	91	124
CCCCOC(=O)c1c(C)[nH]c(/C=C2\N=C(c3ccc[nH]3)C=C2OC)c1C	-38*	8.8*	11	7.7*	·	3.8*	35	18
COC(=O)CCCCCn1c2ccccc2c2c3c(c4c5ccccc5[nH]c4c21)C(=O)N(O)C3=O	33	23	87	31	19	57	70	81
O=C(Nc1ccccc1)Nc1ccc(NC(=O)c2cc(=O)[nH]c3ccccc23)cc1	104	102	101	85	106	46	80	85
COc1cccc(C2NC(=O)c3c(n[nH]c3N)S2)c1O (stereo not drawn)	118	103	101	109	130	100	103	102
CSc1nc2ncnc(N)c2[nH]1	107	93	98	99	·	92	112	106
COc1ccccc1-c1c(-c2ccccc2)c[nH]c1C(=O)NCCO	113	103	102	96	102	105	95	105
Nc1cc(-c2c[nH]c3ccc(Br)cc23)nc2cc(-c3c[nH]c4ccccc34)nn12	-34*	-18*	-73*	-54*	-77*	-5.2*	-44*	-48*
COc1ccc(-c2nc(-c3nc4cc(C(=O)c5ccccc5)ccc4[nH]3)cc3c2[nH]c2ccccc23)cc1	101	90	95	93	100	110	104	103

Compound activity from PubChem BioAssay.
